bIAP inh – bovine intestinal alkaline phosphatase inhibitors, primary screen, selectivity assay for TNAP inhibitor project, biochemical, bovine IAP, CDP-star luminescence; alkaline phosphatase, intestinal [Bos taurus]; purified bovine IAP, 30 min; inhibition, % at 20 µM; 190,000 tested, under 10 active;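 active = over 50% inhibition of intestinal alkaline phosphatase at 20 µM in the single-dose screen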
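Assay system – bovine IAP enzyme · Quantity – bovine IAP at 1/65,000,000 final dilution · Detection – CDP-star luminescence signal · Times – 30 min reaction at room temperature · Also added – CDP-star substrate at 30 µM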
TR-FRET SRC-2 ct – TR-FRET signal artefacts, primary screen, artefact control for PPARgamma SRC-2 agonist project, biochemical. 0.4% of 200,000 active. TR-FRET artefact counter-screen; stronger effect = higher value. TR-FRET ratio at 8 µM; in the data active = TR-FRET ratio above about 2000; also: inactives centre near 1500
ROMK primary – ROMK potassium channel modulators, primary screen, cell-based, thallium flux, MLSMR library; ATP-sensitive inward rectifier potassium channel 1 (Homo sapiens), P48048; Tet-inducible ROMK, thallium flux fluorescence; actives lie on both sides; B-score at 10 µM; 2% of 130,000 active; AID 1918, 2009;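 active = signal ratio slope over the read window, or its plate-corrected B-score, at least 3 SD from the plate mean, either direction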;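 also: B-score of the F/F0 ratio slope over 7 to 12 s after thallium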
Target sequence (P48048 whole entry, looked up): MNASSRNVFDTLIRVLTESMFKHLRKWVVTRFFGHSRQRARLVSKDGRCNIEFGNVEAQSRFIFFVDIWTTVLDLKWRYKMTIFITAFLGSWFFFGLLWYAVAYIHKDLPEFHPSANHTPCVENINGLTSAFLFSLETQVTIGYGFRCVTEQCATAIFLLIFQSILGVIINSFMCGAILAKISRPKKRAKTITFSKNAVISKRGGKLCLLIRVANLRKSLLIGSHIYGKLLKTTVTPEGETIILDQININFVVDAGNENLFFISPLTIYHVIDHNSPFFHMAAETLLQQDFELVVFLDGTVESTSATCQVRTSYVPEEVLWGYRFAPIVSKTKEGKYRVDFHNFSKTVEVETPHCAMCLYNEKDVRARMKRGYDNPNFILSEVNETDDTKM
L major viab – Leishmania major promastigote growth inhibition, primary screen; Leishmania major promastigotes, resazurin fluorescence viability; inhibition, % at 10 µM; 9% of 200,000 active; AID 1063, 2008; in the data active = inhibition above about 50%;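 also: promastigotes grown with compound for 44 hours at 28 °C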
Redox H2O2 prof – compounds producing H2O2 with reducing agent – biochemical, NIH compound library profiling, artefact control for MLSCN library redox annotation, primary screen; DTT-dependent redox cycling H2O2, phenol red/HRP absorbance; 100% = 100 µM peroxide control, 0% = buffer; activation, % at 10 µM; 0.03% of 200,000 active;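 active = activation of at least 50% relative to the plate's high and low controls in the primary single-dose screen; inactive = activation below 50%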;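 also: compound incubated with DTT at 0.8 mM final as the reducing agent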
S1P3 antag – S1P3 receptor antagonists, primary screen, cell-based | inhibition, % at 4.98 µM | CHO S1P3 NFAT-BLA reporter, FRET fluorescence, antagonist mode | AID 485, 2006 | 0.27% of 170,000 active | Sphingosine 1-phosphate receptor 3 (Homo sapiens), Q99500;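 active = inhibition above the plate cutoff, the mean inhibition of test wells on that plate plus 3 SD, cut at about 28% in these data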;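 also: cells challenged with S1P at its EC80 of 0.8 µM; blue over green emission ratio from cleaved BLA substrate after 4 h stimulation; 0% = S1P-stimulated wells and 100% = unstimulated DMSO-only wells; some compounds past the cut are filed as inactive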
PPARg SRC3 recr – PPARgamma agonists recruiting SRC-3 coactivator, primary screen, biochemical; biochemical PPARgamma/SRC-3 coactivator recruitment assay; activation, % at 8 µM; 0.26% of 200,000 active; AID 731, 2007; in the data active = activation above about 23%;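 also: 0% = DMSO and 100% = reference agonist; some compounds past the cut are filed as inactive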
Target sequence (P37231 whole entry, looked up): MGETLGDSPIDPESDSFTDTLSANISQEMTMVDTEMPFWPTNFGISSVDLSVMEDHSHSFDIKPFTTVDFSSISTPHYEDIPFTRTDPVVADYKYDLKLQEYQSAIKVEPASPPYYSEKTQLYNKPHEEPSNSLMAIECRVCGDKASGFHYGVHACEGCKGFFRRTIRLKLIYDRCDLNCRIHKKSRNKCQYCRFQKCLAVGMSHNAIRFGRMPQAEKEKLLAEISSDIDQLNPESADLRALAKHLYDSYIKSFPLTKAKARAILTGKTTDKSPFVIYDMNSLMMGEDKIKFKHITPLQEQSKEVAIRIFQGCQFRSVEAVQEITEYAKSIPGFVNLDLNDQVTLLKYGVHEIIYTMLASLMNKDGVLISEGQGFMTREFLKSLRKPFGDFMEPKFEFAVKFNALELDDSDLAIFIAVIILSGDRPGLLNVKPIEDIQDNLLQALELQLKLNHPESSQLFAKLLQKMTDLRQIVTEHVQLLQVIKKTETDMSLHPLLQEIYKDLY
PPARg SRC-1 ag – PPARgamma agonists recruiting SRC-1 coactivator, primary screen, biochemical; PPARgamma-SRC-1 coactivator recruitment biochemical assay; activation, % at 8 µM; 0.41% of 200,000 active; AID 631, 2007; in the data active = activation above about 19%;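 also: 0% = DMSO and 100% = reference agonist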
PPARg SRC2 recr – agonists of PPARg-SRC-2 recruitment, primary screen, biochemical, HTS; PPARgamma LBD-SRC-2 recruitment; activation, % at 8 µM; 0.34% of 200,000 active; in the data active = activation above about 22%;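 also: 0% = vehicle and 100% = reference agonist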
RAM network inh – inhibitors of the yeast RAM network, primary screen, dse1pr::URA3 reporter, 5-FOA selection; S. cerevisiae dse1pr::URA3 reporter, 5-FOA growth OD615, 2 d; analog-sensitive cbk1-as2 kinase mutant strain; inhibition, % at 50 µM; 1.8% of 190,000 active;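 active = inhibition above a set limit, 3 SD over mean compound inhibition, cut at about 8.4% in these data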;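 also: 0% = DMSO-only wells with no growth and 100% = 10 µM 1-NA-PP1 full growth; inhibition rescues growth on 5-FOA so higher OD means more RAM inhibition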
Efa HMGR inh – inhibitors of E. faecalis class II HMGR, primary screen, biochemical, Enterococcus faecalis; HMG-CoA reductase (Enterococcus faecalis, mvaE); purified E. faecalis HMGR, NADPH absorbance 340 nm kinetic; inhibition, % at 10 µM; 0.41% of 190,000 active;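 active = inhibition above a set limit, the median over all tested compounds plus 3 SD, cut at about 9.5% in these data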;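 also: enzyme runs in reverse so mevalonate oxidation gives rising NADPH absorbance; 0% = complete reaction with DMSO and 100% = background rate lacking mevalonate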
Active calls of the source: *; nt = no result given.

SMILES	bIAP inh	TR-FRET SRC-2 ct	ROMK primary	L major viab	Redox H2O2 prof	S1P3 antag	PPARg SRC3 recr	PPARg SRC-1 ag	PPARg SRC2 recr	RAM network inh	Efa HMGR inh
CCc1c(C)sc(NC(=O)CC#N)c1C#N	-7	1536	nt	66*	2.0	-8	-4	1	-3	-0.7	-3
Cc1nn(C)cc1CN(C)C(=O)CCc1nnc(CCC2CCCCC2)o1	-4	1549	-0.36	-2	-0.1	-6	2	-8	4	0.6	-3
COc1ccc(C(=O)CSc2nnc(CNC(=O)c3ccco3)n2C)cc1	-4	1481	-0.014	-1	-0.6	-13	1	6	6	0.5	-1
CC(C)n1c(SCC(=O)N2CCCC2)nc2c1c(=O)n(C)c(=O)n2C	6	1458	nt	-4	-2.7	-13	-3	1	2	-0.8	-2
Cn1cc(C(=O)c2ccc(Cl)cc2Cl)cc1C(=O)N/N=C(\N)COc1ccccc1	-28	1557	0.0088	-1	-0.3	nt	5	-1	7	1.7	-4
Cc1ccc(NC(=O)OCCN2CCN(Cc3ccccc3)CCC2=O)cc1C	12	1498	-0.93	16	0.6	-23	-2	2	-9	0.8	-2
Cc1nc2cc(CO)ccc2n1C	2	1709	nt	-5	0.0	16	19	1	13	0.8	1
CC(C)N1C(=O)c2ccccc2C1C(=O)NC1CCCCCC1 (stereo not drawn)	2	1347	nt	2	-0.3	-20	2	-6	-10	1.4	-5
COc1ccc(C(c2nnnn2Cc2ccccc2)N2CCN(c3ccccc3)CC2)cc1 (stereo not drawn)	7	1459	nt	2	-0.8	-6	0	7	5	-1.9	4
Cc1occc1-c1nnc(SCC(=O)Nc2ccccc2)n1CCc1ccccc1	0	1382	nt	66*	2.9	-14	-3	-6	3	0.5	-3
O=C(NN1CCOCC1)c1ccc(Cl)s1	5	1595	-0.67	-3	0.5	-8	4	8	13	2.0	-3
CC(C)(O)C(=O)NN(Cc1ccccc1)c1ccccc1	5	1516	0.22	-5	-0.2	-1	2	-5	10	-0.1	1
CCn1c(SCC(=O)NC2CCCCC2)nnc1-c1cccs1	9	1351	nt	0	3.7	-1	4	-8	-14	0.3	3
COc1ccc(CN2CCn3nc(C(=O)NC(C)C)cc3C2=O)cc1	-9	1675	-0.15	-4	-1.0	-14	1	6	3	0.2	-2
COc1ccc(N2C(=O)CC3(CCCC3)CC2=O)cc1	-3	1517	0.58	5	-0.4	-7	5	-1	0	0.9	7
CC(=O)Nc1nnc(SCc2ccccc2F)s1	7	1698	-0.42	-12	0.3	nt	12	-1	-2	2.0	-1
O=C(CCc1nnc(Cc2ccc3c(c2)OCO3)o1)NCc1nc2ccccc2s1	3	1685	0.2	-3	0.1	4	1	-5	8	2.4	-6
Cc1ccc(C(C(=O)Nc2ccc(C(C)C)cc2)N(C)C(=O)c2ccc(=O)[nH]c2)cc1 (stereo not drawn)	-12	1603	0.06	-8	-1.7	-11	-4	3	1	3.7	-1
CCOc1ccc(N2CC(C(=O)NCc3ccc(C)n3C)CC2=O)cc1 (stereo not drawn)	-7	1581	0.42	-3	1.0	-2	1	0	3	-0.2	0
Cc1cc(C)n(-c2nc3c(c(=O)[nH]c(=O)n3C)n2CC(O)c2ccccc2)n1 (stereo not drawn)	-5	1429	0.48	2	-2.7	-12	-5	-4	5	2.7	-4

Among those listed so far, 2 contain a Cl atom:
SMILES	bIAP inh	TR-FRET SRC-2 ct	ROMK primary	L major viab	Redox H2O2 prof	S1P3 antag	PPARg SRC3 recr	PPARg SRC-1 ag	PPARg SRC2 recr	RAM network inh	Efa HMGR inh
Cn1cc(C(=O)c2ccc(Cl)cc2Cl)cc1C(=O)N/N=C(\N)COc1ccccc1	-28	1557	0.0088	-1	-0.3	nt	5	-1	7	1.7	-4
O=C(NN1CCOCC1)c1ccc(Cl)s1	5	1595	-0.67	-3	0.5	-8	4	8	13	2.0	-3

More results:
SMILES	bIAP inh	TR-FRET SRC-2 ct	ROMK primary	L major viab	Redox H2O2 prof	S1P3 antag	PPARg SRC3 recr	PPARg SRC-1 ag	PPARg SRC2 recr	RAM network inh	Efa HMGR inh
CCSc1nc(O)c(C2OC(=O)c3c2ccc(OC)c3OC)c(=O)n1CC (stereo not drawn)	0	1356	nt	-6	0.1	-16	-3	-3	-5	0.0	-1
O=S(=O)(c1ccccc1)N1CCN(Cc2ccccc2C(F)(F)F)CC1	26	1599	-0.5	92*	1.2	7	-1	2	4	0.5	2
CCOC(=O)C1CCN(C2CCN(Cc3nc(-c4ccccc4)no3)CC2)CC1	-20	1401	nt	80*	-1.2	-23	-4	-3	-1	0.2	2
CCCS(=O)(=O)N1CCC(C(=O)N2CCN(C(=O)OCC)CC2)CC1	10	1679	nt	1	-0.3	2	3	5	8	0.1	-1
CN(C)c1ccc(CNC23CC4CC(CC(C4)C2)C3)cc1	nt	1577	-0.59	87*	-6.9	nt	5	0	7	nt	nt
CC(=O)Nc1ccc(S(=O)(=O)N2CCN(CCCOc3cc(C)ccc3C)CC2)cc1	-5	1452	nt	73*	-0.2	38	1	1	8	0.9	-7
Cc1ccc([N+](=O)[O-])cc1N=C(c1cccc([N+](=O)[O-])c1)N1CCOCC1	-1	1395	nt	5	-5.3	nt	-1	5	-2	2.0	-4
Cc1cc(C)c(S(=O)(=O)N2CCCOC2CNC(=O)C(=O)NCCc2c[nH]c3ccccc23)c(C)c1 (stereo not drawn)	-1	1690	0.17	93*	0.1	-8	4	4	3	-0.3	1
CC1CCCC(NC(=O)Cn2cc3c(n2)CCCCC3)C1C (stereo not drawn)	3	1677	nt	-5	-2.5	-8	-4	2	-1	0.8	-4
COc1ccc(-c2nc(N)n(C(=O)c3ccco3)n2)cc1	-1	1510	-0.32	-6	-1.1	-15	1	2	4	0.5	2
COc1cc2c(cc1OC)CN(C(=O)c1cccs1)CC2	6	1555	-1.3	-1	-4.1	-39	22	3	-1	2.1	-6
CC/C(=N\O)c1ccc(O)c(OC)c1	6	1653	0.65	-4	-1.1	15	-1	8	5	2.3	-6
O=C(NC1CC1)c1ccc2c(c1)NC(=O)c1ccccc1S2	-6	1433	nt	-2	-0.9	nt	-1	-4	3	5.1	1
CCOc1ccccc1CN1CCN(C2CCN(c3ccccc3F)CC2)CC1CCO (stereo not drawn)	-8	1507	-1.7	7	-0.8	-8	-7	-1	-3	-0.4	-7
C=CCn1c(SCC(=O)NC)nc2sc3c(c2c1=O)CCC3	35	1273	0.18	11	0.2	nt	-10	-2	2	2.2	1
COc1cc(OC)cc(C(=O)N2CCN(Cc3ccccc3[N+](=O)[O-])CC2)c1	-7	1512	0.0047	10	-0.4	1	-4	-3	-6	0.0	-1
Cc1cc(C(=O)Nc2cc(C)n(Cc3ccc(Cl)cc3)n2)no1	4	1533	nt	-6	-3.1	16	2	5	0	0.9	2
CCOC(=O)c1c(C)[nH]c(C(=O)NCc2ccco2)c1C	3	1683	0.38	-2	-1.6	-3	-1	4	8	1.0	-4
Cn1cnnc1SCC(=O)c1ccco1	3	1573	nt	-5	-0.3	nt	0	0	5	1.1	nt
COc1cc(C(=O)Oc2cccc(C=O)c2)cc(OC)c1OC	-4	1656	nt	18	-0.3	nt	8	6	16	1.3	5
COC(=O)c1[nH]nc2c1C(=O)N(C1CCCCC1)C2=O	12	1753	nt	2	0.2	5	-5	-2	3	1.8	-11
CC1CC(C)CN(CCCNC(=O)COc2cc(=O)n(C)c3ccccc23)C1 (stereo not drawn)	-14	1533	nt	-3	-3.7	13	5	1	0	2.6	-1
COc1ccc(/C=N/N=C2/NC(=O)C(c3ccccc3)S2)c(OC)c1 (stereo not drawn)	3	1407	nt	-10	-0.8	nt	-1	4	-9	8.1	-2
O=S(=O)(c1cc(Cl)ccc1Br)N1CCOCC1	17	1400	nt	1	3.5	-50	-14	-10	0	0.7	3
COCCCC1CCN(Cc2nc(Cc3ccccc3Cl)no2)CC1	-2	1639	nt	-4	-1.9	-10	6	3	2	-1.0	-3
COc1ccc(-c2nnn(CC(=O)c3c[nH]c4ccccc34)n2)cc1OC	10	1536	nt	6	1.5	7	-8	1	-1	5.0	-2
CCC/C=N/Nc1nc2ccccc2s1	2	1643	0.79	36	-0.5	-11	6	-6	8	-0.8	0
Cc1ccc(-c2nnc(Sc3nc4ccccc4o3)c3ccccc23)cc1	-17	1425	-1.3	76*	-4.5	nt	1	-3	-7	0.3	-2
N#Cc1ccc(N2Cc3ccccc3C2=NC(=O)c2cccs2)cc1	17	1471	nt	7	0.8	-15	-2	-1	2	-1.0	-3
COc1cccc(/C=N/NC(=O)C(=O)N2CCCC2)c1OC	7	1387	1.1	2	-3.8	nt	-1	-1	-8	-0.5	-8
CCOc1cc2[nH]c(=S)n(C(C)C)c(=O)c2cc1OCC	6	1636	nt	9	0.3	nt	8	4	8	0.0	1
COCCN1C(=O)c2ccccc2C(C(=O)NCC2CCCO2)C1c1c[nH]c2ccccc12 (stereo not drawn)	10	1447	-0.041	-8	-1.3	-8	-11	2	-1	0.7	0
CC(C)CCNC(=O)NC(=O)CSc1nnc(COc2ccccc2Cl)o1	16	1541	-0.86	-9	-4.0	-26	-5	4	2	6.8	-2
CSc1nc2ccc(Cl)cc2[nH]1	1	1456	-0.77	0	0.5	nt	9	5	0	0.6	0
CN1/C(=C\C(=O)COC(=O)CNC(=O)c2ccccc2F)C(C)(C)c2ccccc21	4	1664	-0.12	8	-0.2	-6	1	-1	-4	0.1	-5
Cc1ccc(NC(=O)CSc2ncn(-c3ccccc3)n2)cc1C	10	1707	nt	97*	0.7	nt	-7	-2	-1	4.3	-2
C#CCOCCOCCOCCNc1nc(N2CCN(C(=O)[C@H]([C@@H](C)CC)n3cc(CCCN=C(N)N)nn3)CC2)nc(N2CCN(C(=O)[C@H](Cc3ccc(O)cc3)n3cc(CCO)nn3)CC2)n1	5	1353	-0.63	12	0.5	-8	1	-3	-2	-0.4	-5
Cc1cccc(NC(=S)N(CCCN2CCOCC2)Cc2ccco2)c1	-17	1584	-0.63	6	-0.6	-13	2	6	6	-0.1	4
CS(=O)(=O)c1ccc(Cl)c(NC(=O)C2CC(=O)N(Cc3ccccc3)C2)c1 (stereo not drawn)	5	1743	nt	-5	1.8	-4	9	4	-2	0.6	-5
O=C(CC1CC2CCC1C2)Nc1nc(-c2ccccn2)cs1 (stereo not drawn)	-35	1644	-0.16	100*	-1.8	3	5	0	14	0.0	-5
COC(=O)C(CCCCNC(=O)c1ccc([N+](=O)[O-])cc1)NC(=O)c1ccc([N+](=O)[O-])cc1 (stereo not drawn)	-9	1782	0.38	4	-0.6	16	1	5	8	4.3	-3
